# Compound activity: PubChem BioAssay, several laboratories
# RGS8-Gao reg: regulators of human RGS8-Galphao interaction; P09471; multiplexed bead flow cytometry, RGS8-Galphao binding; actives lie on both sides; response (percent of control binding), % at 10 µM; hit rate 0.34% among 220,000; in the data active = response below about 60% or above about 140%; inactive = in between;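 also: Galphao activated as the GDP aluminium fluoride complex binding bead-coupled RGS8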
# Mcl1 Bid PPI: disrupts binding of human Mcl-1 to Bid peptide; hit rate 0.97% among 220,000; TR-FRET Mcl-1/Bid-Dy647 peptide binding, 1536-well; Q07820; AID 1021; inhibition, % at 21.7 µM;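 active = compounds that cut the binding signal by more than half at the single screening dose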;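 also: His-tagged Mcl-1 with europium anti-His antibody binding Bid BH3 peptide; 0% = Mcl-1 plus peptide wells and 100% = peptide-only wells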
# ABCG2 block: inhibitors of human ABCG2 transporter, ABCB1 counter-screen | Q9UNQ0 | IgMXP3 cells, JC-1 efflux, flow cytometry | inhibition, % at 6.6 µM | hit rate 0.1% among 190,000;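 active = inhibition above 80%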;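 also: 0% = DMSO and 100% = nicardipine control wells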
#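 Assay system – ABCG2 IgMXP3 and barcoded ABCB1 CCRF-Adr cell mix · Input – 3 million cells/mL in well · Reagent – JC-1 fluorescent substrate · Compound – single test compound dose, 6.6 µM final · Timing – 10 min exposure at 25 °C with rotation, no wash · Detection – flow cytometry of retained JC-1 fluorescence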
# Mcl1 Noxa PPI: disrupts binding of human Mcl-1 to Noxa peptide | Q07820 | TR-FRET Mcl-1/Noxa peptide binding, 2 h | inhibition, % at 21.7 µM | hit rate 1.5% among 220,000 | AID 1022;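 active = compounds that cut the protein-peptide binding signal by more than 50% relative to plate controls in a single-dose test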;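 also: His-tagged Mcl-1 with rhodamine Noxa BH3 peptide and terbium anti-His antibody; 0% = Mcl-1 plus Noxa peptide wells and 100% = peptide-only wells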
# RGS4-Gao reg: human RGS4-Galphao interaction regulation. Multiplexed bead flow cytometry, RGS4-Galphao binding; actives lie on both sides. binding response (% of control), % at 10 µM. hit rate 0.33% among 220,000; in the data active = binding response below about 49% or above about 150%; inactive = in between;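 also: fluorescent Galphao activated with aluminum fluoride binding bead-coupled RGS4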
# Pf gametocyte: kills late stage P. falciparum gametocytes; AID 743093; P. falciparum stage V gametocytes, ATP luminescence, 24 h; hit rate 0.065% among 150,000; inhibition, % at 10.9 µM;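 active = inhibition above the mean plus 3 SD of compounds within the control limits, set per campaign, cut at about 38% in these data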;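 also: 0% = DMSO wells and 100% = medium only without gametocytes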
# GSH bead fluor: compound fluoresces at 488/530 nm on GSH beads; hit rate 0.25% among 190,000; AID 1776; fluorescence (KMESF) at 10 µM; GSH beads flow cytometry, compound fluorescence 488/530 nm; active compounds read high; in the data active = fluorescence above about 89;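 also: glutathione beads carrying GST-tagged Bcl family fusion proteins plus one bare bead set; values are compound well signal with DMSO vehicle wells as background; inactives centre near 16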
# Mcl-1 Bim block: inhibitors of Bim-Mcl-1 interaction, human; inhibition, % at 10 µM; AID 1009; Q07820; Bead-based flow cytometry, Bim peptide-Mcl-1 binding; hit rate 0.1% among 190,000; in the data active = inhibition above about 40%;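 also: 0% = no compound tracer wells and 100% = peptide blocker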
# Avidin fluor: avidin bead compound fluorescence profile. Avidin beads, compound fluorescence 488/530 nm, flow cytometry; active compounds read high. fluorescence (KMESF) at 10 µM. hit rate 0.38% among 220,000; in the data active = fluorescence above about 47; also: inactives centre near 10
# RGS7-Gao reg: modulates binding of RGS7 to human Galphao; P09471; Multiplexed bead flow cytometry; actives lie on both sides; binding response (% of control), % at 10 µM; hit rate 0.35% among 220,000; in the data active = binding response below about 49% or above about 150%; inconclusive = no clear call, values can overlap the other calls; inactive = in between;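 also: fluorescent Galphao held in activated GDP-AlF4 state binding bead-coupled RGS7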
# ABCB1 block: human ABCB1 inhibition, ABCG2 as counter-screen | P08183 | CCRF-Adr cells, JC-1 efflux, flow cytometry | inhibition, % at 6.6 µM | hit rate 0.067% among 190,000 | AID 1326; in the data active = inhibition above about 40%;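 also: 0% = vehicle and 100% = reference inhibitor; higher value means more JC-1 retained so stronger ABCB1 efflux block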
# Target sequence (P08183 whole entry, looked up): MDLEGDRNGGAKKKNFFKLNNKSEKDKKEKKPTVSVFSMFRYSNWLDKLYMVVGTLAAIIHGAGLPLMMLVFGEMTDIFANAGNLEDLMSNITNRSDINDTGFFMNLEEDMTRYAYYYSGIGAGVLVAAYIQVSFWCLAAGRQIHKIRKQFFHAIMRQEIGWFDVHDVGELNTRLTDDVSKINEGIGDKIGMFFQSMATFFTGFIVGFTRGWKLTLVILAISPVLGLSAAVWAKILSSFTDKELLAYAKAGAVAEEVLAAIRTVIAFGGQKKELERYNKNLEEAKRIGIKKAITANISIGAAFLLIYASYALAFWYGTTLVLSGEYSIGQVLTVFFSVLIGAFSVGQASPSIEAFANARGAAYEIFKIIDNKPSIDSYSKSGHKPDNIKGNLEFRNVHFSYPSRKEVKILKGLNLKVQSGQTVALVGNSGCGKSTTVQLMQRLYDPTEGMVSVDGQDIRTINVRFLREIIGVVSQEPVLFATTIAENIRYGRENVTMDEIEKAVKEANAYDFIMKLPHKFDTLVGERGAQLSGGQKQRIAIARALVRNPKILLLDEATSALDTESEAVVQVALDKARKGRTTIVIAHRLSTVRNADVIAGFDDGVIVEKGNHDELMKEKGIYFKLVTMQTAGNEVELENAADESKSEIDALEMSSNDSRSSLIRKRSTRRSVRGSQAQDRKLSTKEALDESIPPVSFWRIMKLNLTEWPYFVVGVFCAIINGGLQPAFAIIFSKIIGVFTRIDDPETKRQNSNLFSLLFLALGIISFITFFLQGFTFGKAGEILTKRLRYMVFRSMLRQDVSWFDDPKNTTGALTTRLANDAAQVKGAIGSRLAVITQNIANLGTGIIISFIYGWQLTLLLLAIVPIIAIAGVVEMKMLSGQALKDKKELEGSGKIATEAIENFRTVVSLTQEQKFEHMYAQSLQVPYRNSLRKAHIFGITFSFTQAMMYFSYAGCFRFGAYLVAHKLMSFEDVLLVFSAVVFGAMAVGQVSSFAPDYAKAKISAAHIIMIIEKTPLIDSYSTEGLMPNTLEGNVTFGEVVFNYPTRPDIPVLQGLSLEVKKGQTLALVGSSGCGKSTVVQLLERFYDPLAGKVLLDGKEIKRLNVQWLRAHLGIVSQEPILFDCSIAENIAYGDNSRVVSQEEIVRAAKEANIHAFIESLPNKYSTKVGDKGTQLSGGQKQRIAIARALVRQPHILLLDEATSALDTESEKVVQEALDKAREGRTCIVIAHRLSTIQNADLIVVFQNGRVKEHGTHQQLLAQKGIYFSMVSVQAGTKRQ
# Starred values were filed as active, the others as inactive; i = inactive; ? = inconclusive; / = not tested or not shown.
# Results follow in this order: ABCB1 block	Mcl1 Bid PPI	GSH bead fluor	Mcl1 Noxa PPI	Avidin fluor	RGS4-Gao reg	Pf gametocyte	RGS7-Gao reg	RGS8-Gao reg	Mcl-1 Bim block	ABCG2 block
> Cc1cc(Sc2nc(N)ncc2[N+](=O)[O-])ncn1
 : -0.1	-42	13	4	10	103	-5	?	100	/	7
> Cc1ccc(C(=O)NNc2cc(=O)n(C)c(=O)n2C)cc1C
 : -0.5	-88	16	19	15	102	8	101	103	-9	9
> CCOC(=O)c1cccc(NC(=O)CSc2nnc(C)n2Cc2ccccc2)c1
 : 0.6	11	18	9	36	95	/	94	101	-5	2
> COC(=O)c1ccc(CSc2nnc(N)s2)cc1
 : 0.2	-5	15	-3	24	99	/	104	108	-5	1
> CCN(CC)C(=O)c1n[nH]c(=O)c2ccccc12
 : 0.7	-27	17	6	12	101	9	102	101	-3	4
> O=C(Nc1ccc(F)cc1)c1ccccc1NS(=O)(=O)N1CCCC1
 : 0.3	-38	13	-2	6	97	-9	91	96	-2	10
> COc1ccc(NC(=O)C(=O)NNC(=O)c2cccs2)c(OC)c1
 : 0.3	-50	15	-18	11	103	/	99	100	0	1
> O=C(NCC1CCCO1)C(=O)c1c[nH]c2ccccc12 (centres undefined)
 : 0.3	-6	13	0	12	99	/	100	100	-2	3
> c1ccc(-c2nc(N3CCN(c4ccccc4)CC3)nc(-n3ccnc3)n2)cc1
 : 4.6	-3	22	-1	8	82	11	81	69	-14	36
> Cn1c(=O)n(CCC(=O)O)c2ccccc21
 : 2.1	10	18	12	7	102	22	98	99	0	10
> Cc1[nH]c2ccccc2c1-c1nc2ccccc2[nH]1
 : 0.7	-20	15	-4	7	102	/	101	100	-2	13
> O=C(CSc1nc2c(c(=O)n1-c1ccc(Cl)cc1)SCC2)N1CCCC1
 : 0.6	-133	21	-11	16	96	16	97	97	-3	2
> CCCn1nnc(NC(=O)C(C)C)n1
 : /	-23	/	-13	4	96	-18	?	99	/	/
> COc1ccccc1NC(=O)Nc1ccccc1C(N)=O
 : -0.3	-8	18	6	11	102	3	?	103	-2	0
> CC(C)CCN1C(=O)c2ccc(C(=O)NCc3ccco3)cc2C1=O
 : 1.4	-11	15	-12	8	101	-4	97	99	38	11
> Cc1ccc(NC(=O)CN2C(=O)NC3(CCc4ccccc43)C2=O)cc1 (centres undefined)
 : -0.1	-8	12	5	14	97	1	101	99	0	1
> Nc1nnc(Cc2cccc(Br)c2)s1
 : /	1	/	16	10	106	-15	?	108	/	/
> Cc1cccc(Oc2ccc(N)cc2)c1
 : 0.2	-2	25	18	12	99	/	98	98	-4	1
> CC(=O)Nc1ccc(S(=O)(=O)Oc2ccc3c(c2)C(C)=CC(C)(C)N3)cc1
 : 0.7	-15	10	29	16	106	/	103	107	-5	10
> O=C(NCCn1cccc1)c1cccc2ccccc12
 : 0.5	-49	27	16	14	101	/	101	101	2	1
> CCn1cc(S(=O)(=O)c2ccc(C)cc2)[nH]c1=O
 : 0.4	-8	27	1	9	101	7	102	102	1	6
> O=C(NC(=S)NCC1CCCO1)c1ccc(Cl)cc1 (centres undefined)
 : 0.6	-37	14	10	10	99	3	99	108	1	5
> CSC(=NC(C)c1ccccc1)NS(=O)(=O)c1cccs1 (centres undefined)
 : 0.9	-13	21	5	13	104	-7	101	101	-3	4
> COc1ccccc1C(=O)NCCCNc1ccc([N+](=O)[O-])cc1
 : 0.9	-24	7	-3	2	100	3	99	96	0	7
> COc1cc(O)c(C(CCN2CCOCC2)c2ccc3c(c2)OCO3)c(OC)c1 (centres undefined)
 : /	-44	/	16	15	102	/	?	98	/	/
> O=C(/C=C/Nc1ccc(F)cc1)c1ccc(Oc2ncccn2)cc1
 : 0.6	-7	55	-8	5	98	/	99	100	-5	4
> Cc1c(C(=O)Nc2ccccc2Cl)oc2ccc(S(=O)(=O)N3CCC4(CC3)OCCO4)cc12
 : 0.8	-15	16	20	11	106	/	103	105	0	3
> Cc1nn(Cc2ccc(C(=O)N3N=C(C(F)F)CC3(O)C(F)F)o2)c(C)c1[N+](=O)[O-] (centres undefined)
 : 2.0	5	9	6	3	97	-4	100	91	-1	34
> Cc1nc(-c2cccc(S(=O)(=O)N3CCC(C)CC3)c2)cs1
 : 2.6	-16	33	-5	14	98	/	96	97	-4	14
> Clc1ccccc1/C=C/c1ccnc2ccccc12
 : /	14	/	6	6	100	/	?	101	/	/
> CC(C)CN(C(=O)COC(=O)c1ccccc1Sc1ccccc1C#N)C1CCS(=O)(=O)C1 (centres undefined)
 : 0.5	-22	6	-2	2	99	/	101	101	-4	4
> COc1ccc(CCNc2oc(-c3ccco3)nc2C#N)cc1
 : -0.1	-19	22	26	33	96	/	97	96	-2	37
> CCC(C)c1ccccc1NC(=O)COC(=O)C1=COCCO1 (centres undefined)
 : 1.2	-30	14	5	9	99	-13	?	102	0	6
> CCOC(=O)/C=C/c1cnn(-c2ccccc2)c1
 : 0.3	-9	11	22	1	102	21	101	102	-4	12
> CN(c1ccc(C(=O)Nc2cccc([N+](=O)[O-])c2)cc1)S(C)(=O)=O
 : 0.0	-16	64	21	12	100	/	97	98	0	3
> Cc1cc(F)ccc1S(=O)(=O)N1CCCOC1CNC(=O)C(=O)NCc1ccco1 (centres undefined)
 : -0.3	-2	11	-5	4	99	2	102	100	-2	0
> CCN(CC)S(=O)(=O)c1ccc(NC(=O)[C@@H](NC(=O)c2cc(OC)cc(OC)c2)C(C)C)cc1
 : 9.4	-23	12	7	8	90	-6	87	92	-4	13
> CS(=O)(=O)N(CC(=O)NC1CCCC1)c1ccc2c(c1)OCCO2
 : 0.8	-4	13	27	41	103	/	100	100	-1	4
> O=C(NCCCN1CCOCC1)c1ccccc1
 : 0.4	23	6	14	10	107	/	104	101	3	2
> O=C(NCC(=O)N(Cc1ccco1)C(C(=O)NC1CCCC1)c1ccncc1)c1cccs1 (centres undefined)
 : 2.1	-14	11	2	21	101	/	101	100	-1	10
> Clc1cccc(Oc2ncccn2)c1
 : -0.3	2	11	-7	14	106	4	103	104	-1	0
> Oc1c(C(c2ccco2)N2CCN(C(c3ccccc3)c3ccccc3)CC2)sc2ncnn12 (centres undefined)
 : 1.0	-60	17	-13	5	99	/	97	98	-1	2
> COc1ccc(/C=C(\NC(=O)c2ccc(OC)c(OC)c2)C(=O)NCCc2c[nH]c3ccccc23)cc1
 : 0.2	-34	15	-1	37	100	-16	102	103	-1	0
> C=CCn1c(CCc2cc(C(C)(C)C)c(O)c(C(C)(C)C)c2)n[nH]c1=S
 : -0.9	-35	14	12	24	105	-9	100	99	0	-2
> COc1ccc(C(C(=O)NC(C)(C)C)N(C(=O)CNC(=O)c2cccs2)c2ccc(C)cc2)cc1OC (centres undefined)
 : 0.8	7	11	6	24	99	16	96	102	2	5
> Cc1ccc(C(=O)NCCc2nnc3ccc(SCC(=O)Nc4cc(C)on4)nn23)cc1
 : 0.0	4	9	5	11	104	-20	94	101	2	-1
> Cc1ccc(N=c2c([N+](=O)[O-])nn(-c3ccccc3)n2O)c(C)c1
 : 0.7	-3	16	6	11	100	/	100	101	-5	3
> Cc1nc(NC(=O)COC(=O)C2=NNC(=O)CC2)c(Cl)cc1Cl
 : 0.8	-5	13	-11	13	98	/	97	100	-1	12
> CCOc1cc(N2CCOCC2)c(OCC)cc1NC(=O)CN1C(=O)C2C3C=CC(C3)C2C1=O (centres undefined)
 : 0.1	-41	25	-5	9	96	-8	97	99	-7	5
> O=C(NC(Cc1ccccc1)C(=O)O)/C(=C/c1ccc(Cl)cc1)NC(=O)c1ccccc1 (centres undefined)
 : 1.1	-4	10	12	12	104	-25	100	101	0	1
> S=c1[nH]nc2nnc3ccccc3n12
 : /	-27	/	15	7	100	9	?	98	/	/
> CC(C)(C)c1ccc(C(=O)CS(=O)(=O)c2ccccc2)cc1
 : 0.4	-4	9	12	19	102	/	100	102	-2	1
> COc1ccccc1NS(=O)(=O)c1cccc(N=C2N=C(N)c3ccccc32)c1
 : 0.8	-8	10	17	23	102	7	103	103	1	12
> CCOCCCNC(=S)N1CCCC(c2nc3ccc(C)cc3[nH]2)C1 (centres undefined)
 : 0.8	-8	19	16	10	101	2	100	98	0	18
> COCC(=O)O[C@]1(CCN(C)CCCc2nc3ccccc3[nH]2)CCc2cc(F)ccc2[C@@H]1C(C)C
 : /	-16	/	0	8	117	/	?	106	/	/
> O=C(CSc1ncnc2c1oc1ccccc12)Nc1ccccc1C(F)(F)F
 : 0.2	-19	14	i	18	96	/	101	102	-3	1
> O=C(COc1ccccc1Cl)Nc1ccc2c(c1)OCCO2
 : 1.1	0	45	14	33	100	/	101	102	-1	3
> Cc1nc2nc[nH]n2c(=O)c1NC(=O)CCc1ccccc1
 : 0.2	5	27	20	40	101	-9	101	101	-3	1
> CCOC(=O)C1C(=O)C=C(c2ccc(NS(C)(=O)=O)cc2)CC1c1ccco1 (centres undefined)
 : 0.1	-16	20	-14	7	98	/	97	96	-1	19
> COC(=O)c1cn(NC(=O)c2cccc(F)c2)c(=O)c2ccccc12
 : 0.8	-11	26	-5	33	102	/	102	102	-3	2

# (list continues)
# Results follow in this order: ABCB1 block	Mcl1 Bid PPI	GSH bead fluor	Mcl1 Noxa PPI	Avidin fluor	RGS4-Gao reg	Pf gametocyte	RGS7-Gao reg	RGS8-Gao reg	Mcl-1 Bim block	ABCG2 block
> CCOc1ccccc1N(C(=O)Cn1nnnc1-c1ccc(C)o1)C(CC)C(=O)NC(C)(C)C (centres undefined)
 : 7.8	-16	24	8	30	100	15	99	99	-3	13
> CCN(CC)CCN1C(=O)C(O)=C(C(C)=O)C1c1ccccc1[N+](=O)[O-] (centres undefined)
 : /	-48	/	14	/	98	9	?	98	/	/
> CCC(C)c1ccc(OCc2ccc(C(=O)OC)o2)cc1 (centres undefined)
 : /	-2	/	-13	3	93	3	?	96	/	/
> CCOC(=O)C(CC)/C(C)=N/NC(=O)c1ccc([N+](=O)[O-])cc1 (centres undefined)
 : 0.7	6	27	2	13	103	/	99	101	0	5
> O=C(CSc1n[nH]c(-c2ccncc2)n1)Nc1ccccn1
 : -0.1	-8	34	16	15	100	16	98	100	-3	2
> O=C1CCC(C(=O)NCCN2C(=O)S/C(=C\c3cccnc3)C2=O)=NN1
 : -0.1	-9	16	16	14	100	/	?	99	-4	16
> CN(Cc1ccccc1)C(=O)COc1ccccc1
 : 0.5	-5	22	-23	22	98	/	96	98	2	1
> O=C(COc1ccc(/C=N/NC(=O)c2ccc(O)cc2)cc1)Nc1cccc([N+](=O)[O-])c1
 : 0.4	1	14	40	11	93	4	98	94	-6	2
> C=CCn1c(C(C)NC(=O)CCC)nc2ccccc21 (centres undefined)
 : 0.4	2	15	10	8	98	-1	97	100	-5	1
> COCCN1C(=O)C(CC(=O)Nc2ccc(C(=O)O)cc2)SC1=Nc1ccccc1 (centres undefined)
 : 0.0	-17	26	2	2	115	/	108	108	1	0
> CSc1ccccc1C(=O)NCc1ccccc1
 : -0.7	-12	8	-2	6	105	5	108	101	-3	-2
